Screens deposited in PubChem by National Center for Advancing Translational Sciences (NCATS).
Apoferritin bind – qHTS Assay for Identification of Novel General Anesthetics; Ferritin light chain (Equus caballus), P02791; Potency, µM (highest dose often 77.5 µM), for the others: at the highest dose activity change, negative = displacement, hits mostly inhibitors; actives 0.074% (n = 350,000); apoferritin/1-aminoanthracene competitive binding, fluorescence; further: potency means the concentration at half of the fitted maximal effect; on the % scale 0 is the no-effect control and ±100 the full control effect; nearly all actives have a fitted effect of over 20% in size
Target sequence (P02791 2-175 limits assumed): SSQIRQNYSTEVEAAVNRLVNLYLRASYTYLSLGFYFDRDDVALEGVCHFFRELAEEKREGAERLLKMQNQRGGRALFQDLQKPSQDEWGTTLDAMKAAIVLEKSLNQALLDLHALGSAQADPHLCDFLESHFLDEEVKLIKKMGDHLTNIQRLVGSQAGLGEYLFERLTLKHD
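Read-out: endpoint 1-AMA fluorescence, excitation 380 nm and emission 535 nm, after compounds sit 10 min at room temperature with 10 uM horse-spleen apoferritin in 50% saturated 1-AMA/PBS. Values come from four-parameter Hill fits.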
GRP78 ERSR act – qHTS for Inducers of the Endoplasmic Reticulum Stress Response (ERSR) in Human Glioma: qHTS. U87-MG GRP78 promoter luciferase reporter, 16 h. Potency, µM, inactives show at the top dose activation, usual class: activators. actives 0.02% (n = 420,000); further: potency means the concentration at half of the fitted maximal effect; series mostly up to about 76 µM; % of control where 0% means no effect; nearly all actives have a fitted effect of over 35% in size
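ERSR induction read as luciferase luminescence (Bright-Glo, 10 min at room temperature) in stably transfected human U87-MG glioma cells exposed to compounds for 16 h, using GRP78 as sensor.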
APE1 inh – qHTS Assay for Inhibitors of the Human Apurinic/apyrimidinic Endonuclease 1 (APE1); DNA repair nuclease/redox regulator APEX1 (Homo sapiens), P27695; recombinant APE1, TAMRA/BHQ-2 abasic DNA cleavage fluorescence; Potency, µM (series often up to 65.8 µM), without a hit: at the highest dose activity change, negative = inhibition, usual class: inhibitors; actives 0.35% (n = 350,000); AID 2517, 2012;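 further: potency means the concentration at half of the fitted maximal effect; plate controls were vehicle for no effect and reference inhibitor for full effect; nearly all actives have a fitted effect of over 55% in size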
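APE1 at 0.75 nM final was preincubated with compound 15 min at room temperature, then 50 nM double-stranded THF abasic-site substrate (5'-TAMRA/3'-BHQ-2) was added. Fluorescence (ex 525/em 598 nm) was read kinetically; third-minus-first read gave activity.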
Pol iota inh – qHTS for Inhibitors of Polymerase Iota; DNA polymerase iota (Homo sapiens), Q9UNA4; Pol iota fluorescent replication assay, 10 min; Potency, µM (doses to about 115 µM), inactives show at the top dose activity, negative = inhibition, most hits filed as inhibitors; actives 1% (n = 390,000); further: potency means the concentration at half of the fitted maximal effect
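Pol iota at 10 nM preincubated 15 min with compounds at room temperature; reaction started with fluorescent substrate, 50 nM final. Fluorescence read kinetically at 0 and 10 min; buffer-only wells as negative control.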
POLK inh – qHTS for Inhibitors of Polymerase Kappa; Potency, µM (doses to about 107 µM), for the others: at the highest dose activity, negative = inhibition, actives largely listed as inhibitors; actives 0.53% (n = 400,000); purified Pol kappa, fluorescent DNA synthesis assay, 10 min; further: potency means the concentration at half of the fitted maximal effect; on the % scale 0 is the no-effect control and ±100 the full control effect
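Fluorescent qHTS in 1536-well format: enzyme (10 nM) and compound sat 15 min at room temperature before 50 nM substrate (final) was added. Signal taken at 0 and 10 min; no-enzyme buffer wells were negative controls.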
POLH inh – qHTS for Inhibitors of Polymerase Eta; DNA polymerase eta (Homo sapiens), Q9Y253; recombinant Pol eta, fluorescent DNA replication assay; Potency, µM (highest dose often 114 µM), for the others: at the top dose activity change, negative = inhibition, usual class: inhibitors; actives 1.2% (n = 390,000); AID 588591, 2011; further: potency means the concentration at half of the fitted maximal effect; on the % scale 0 is the no-effect control and ±100 the full control effect
Target sequence (Q9Y253 whole entry, looked up): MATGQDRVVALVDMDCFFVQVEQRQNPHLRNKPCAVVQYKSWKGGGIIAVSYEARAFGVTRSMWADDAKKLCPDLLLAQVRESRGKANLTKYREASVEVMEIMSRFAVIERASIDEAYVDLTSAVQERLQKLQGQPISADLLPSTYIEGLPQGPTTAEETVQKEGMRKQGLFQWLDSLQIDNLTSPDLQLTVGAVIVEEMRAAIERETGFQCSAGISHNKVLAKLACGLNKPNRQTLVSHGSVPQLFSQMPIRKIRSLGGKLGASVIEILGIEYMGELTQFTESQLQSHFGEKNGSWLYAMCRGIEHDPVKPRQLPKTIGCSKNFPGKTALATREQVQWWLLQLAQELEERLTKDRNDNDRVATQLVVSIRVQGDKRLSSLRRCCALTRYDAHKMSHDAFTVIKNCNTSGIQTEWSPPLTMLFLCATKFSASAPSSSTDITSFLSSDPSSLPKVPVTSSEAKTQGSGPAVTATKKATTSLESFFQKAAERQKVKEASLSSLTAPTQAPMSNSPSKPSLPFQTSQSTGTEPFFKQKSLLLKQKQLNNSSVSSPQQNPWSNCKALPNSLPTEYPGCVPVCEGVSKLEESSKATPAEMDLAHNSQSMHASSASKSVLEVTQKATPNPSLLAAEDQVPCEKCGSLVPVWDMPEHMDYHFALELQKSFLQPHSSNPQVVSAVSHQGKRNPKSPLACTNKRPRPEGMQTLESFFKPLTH
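Fluorescent replication assay: 50 nM final substrate added after a 15 min room-temperature compound preincubation with 10 nM enzyme. Signal taken at 0 min and again at 10 min.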
LDHA inh – qHTS assay for inhibitors of human lactate dehydrogenase | purified LDHA, NADH/diaphorase-resazurin fluorescence; active compounds read low | AID 1347041, 2019 | actives 0.15% (n = 480,000) | L-lactate dehydrogenase A chain (Homo sapiens), P00338 | activity change, % (values are at about 110 or 230 µM); in the data active means activity change below about -30%; inconclusive means mostly about -25% to -30%;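 further: plate controls were DMSO wells for no effect and wells without enzyme for full effect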
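Enzyme activity of human lactate dehydrogenase 5 (2 nM; 0.06 mM NADH, 0.2 mM pyruvate, 5 min, RT) is measured via a resazurin/diaphorase fluorescence readout of residual NADH.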
Pol beta inh – qHTS Assay for Inhibitors of DNA Polymerase Beta | Pol beta primer extension/strand displacement, fluorescence kinetic | actives 1.3% (n = 340,000) | AID 485314, 2010 | Potency, µM (series often up to 114 µM), for inactives: top-dose activity change, negative = inhibition, hits mostly inhibitors; further: potency means the concentration at half of the fitted maximal effect; on the % scale 0 is the no-effect control and ±100 the full control effect
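Homogeneous kinetic assay of primer extension and strand displacement by 10 nM Pol beta, preincubated 15 min at room temperature with compound before 50 nM substrate (final) was added. Read at 0 and 10 min; four-parameter Hill fit.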
BLM helicase inh – qHTS Assay for Inhibitors of Bloom's syndrome helicase (BLM); actives 0.2% (n = 350,000); Potency, µM (titrated, usually from 56.1 µM), for inactives: top-dose activity change, negative = inhibition, hits mostly inhibitors; RecQ-like DNA helicase BLM (Homo sapiens), P54132; recombinant BLM DNA unwinding, fluorescence dequenching; AID 2528, 2010;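 further: potency means the concentration at half of the fitted maximal effect; plate controls were vehicle for no effect and no enzyme for full effect; nearly all actives have a fitted effect of over 35% in size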
* hit, by the source's call; ? = inconclusive; . = no result given; & = joins results of further samples; [ ] = another dose, or the depositor's remark. Unless noted, the call rests on the fitted dose curve; in most records, active means well fitted curve in the direction sought with a large enough effect; inconclusive means small, poorly fitted or top-dose-only effect, or another doubt; inactive means no such curve, though single readings can be large; an effect the other way counts as inactive or inconclusive. Not all compounds are listed; count on the stated rates, not on these rows.

Apoferritin bind	GRP78 ERSR act	APE1 inh	Pol iota inh	POLK inh	POLH inh	LDHA inh	Pol beta inh	molecule	BLM helicase inh
.	-3%	17%	21%	14%	-10%	-1	.	CCc1ccc(C(=O)COC(=O)C2=NN(c3ccccc3)C(=O)CC2)cc1	.
.	-3%	-7%	-4%	14%	-9%	2	.	CCOc1ccc(S(=O)(=O)N2CCC(C(=O)Nc3cc(S(C)(=O)=O)ccc3Cl)CC2)cc1	.
230%[activator]	-3%	5%	-12%	-5%	?	-2	-3%	Cc1cccc(-n2c(=O)c(C#N)cc3c(=O)n4ccccc4nc32)c1	-11%
0%	-5%	3%	38%	-5%	-4%	0	4%	Cc1c[n+](CC(=O)c2ccccc2)c(C)cn1	-2%
.	-2%	.	2%	5%	7%	-4	.	Cc1ccc2c(C)c(C(=O)N3CCN(c4ccncc4)CC3)oc2c1C	.
?	-3%	.	18%	-2%[60.1 µM]	-11%	1	?	CCc1ccccc1NC(=O)C1CCN(S(=O)(=O)c2ccc3[nH]c(=O)ccc3c2)CC1	-2%
-10%	-4%	2%	-3%	-7%	-8%	4	-14%	CCSc1nc2cc(OC)c(OC)cc2c(=O)n1CC	0%
.	-2%	0%	.	5%[60.1 µM]	.	.	.	COc1ccc(NC(=O)N2CC[C@@]3(CCCN(C(=O)c4ccc(OC)cc4)C3)C2)cc1	-2%
45%[activator]	2%	-2%	25%	-4%	-1%	3	-17%	COc1ccc2cc3cc(C(=O)NCC4CCCO4)oc3nc2c1 (stereo unspecified)	-5%
-8%	-3%	-1%	-6%	9%	-8%	-3	43%	Cc1nn(C)c(C)c1S(=O)(=O)NCc1cccs1	0%
-5%	0%	4%	97%[activator]	0%	-8%	12	4%	CCOc1cc(N2CCOCC2)c(OCC)cc1NC(=O)c1ccccc1C	-3%
-4%	-3%	0%	-5%	-1%	-3%	-6	53%	CC(NS(=O)(=O)c1cccc(Cl)c1)C(=O)N(C)C1CCN(C)CC1 (stereo unspecified)	1%
-3%	-1%	-5%	-11%	-16%	-12%	0	-14%	COc1ccc(S(=O)(=O)N2CCN(Cc3cccc(Cl)c3)CC2)cc1	-7%
.	-2%	4%	-15%	-7%	-17%	0	.	COc1ccc(CNC(=O)C(=O)NCC2CCCN2S(=O)(=O)c2cccs2)cc1 (stereo unspecified)	.
-10%	-5%	5%	21%	-7%	-3%	0	2%	CCOC(=O)c1c(C)[nH]c(C(=O)COC(=O)CCC2CCCC2)c1C	1%
-21%	-12%	-5%	.	?	.	.	.	COc1cc2c(cc1CC=C(C)C)C(=O)C[C@@H](c1ccc(O)cc1)O2	-17%
-17%	-2%	-1%	10%	-9%	-9%	-9	16%	Cc1cc(C)n(-c2nc3c(c(=O)[nH]c(=O)n3C)n2CC(O)COc2ccccc2C)n1 (stereo unspecified)	-6%
.	0%	-6%	15%	-9%	?	-6	.	CCOC(=O)c1cccc(C2=CC(=O)C[C@H](c3ccc(Cl)cc3)C2)c1	.
5%	-1%	11%	28%	3%	-20%	-3	-3%	Cc1ccc(S(=O)(=O)N2CCC(=O)N(CCOCc3ccccc3C)CC2)cc1	1%
.	-1%	-4%	17%	-5%	-11%	3	.	CCN(CC(=O)Nc1c(F)cccc1F)C(=O)c1cc(C)nc2ccccc12	.
.	-3%	.	?	-12%	-10%	-3	.	O=C1c2oc3ccc(F)cc3c(=O)c2C(c2ccc(F)cc2)N1CCCN1CCOCC1 (stereo unspecified)	.
1%	0%	.	5%	-3%[60.1 µM]	-12%	-4	1%	CCOc1ccc(C(=O)Nc2ccc(C(=O)OCc3cc(=O)n4ccsc4n3)cc2)cc1	-3%
-10%	4%	1%	3%	-14%	-19%	-7	-7%	Brc1cccc(Cn2c(-c3cncs3)nc3ccccc32)c1	-14%
-2%	-4%	6%	15%	-16%	-14%	?	10%	NCCOc1cnn(-c2ccccc2Cl)c(=O)c1Cl	2%
-6%	-2%	8%	?	2%	-9%	-2	15%	COc1ccccc1C1(CC(=O)N2CCOCC2)CCOC(C(C)C)C1 (stereo unspecified)	-2%

3 of the entries above in order of their number in Pol beta inh, highest first.
Apoferritin bind	GRP78 ERSR act	APE1 inh	Pol iota inh	POLK inh	POLH inh	LDHA inh	Pol beta inh	molecule	BLM helicase inh
-17%	-2%	-1%	10%	-9%	-9%	-9	16%	Cc1cc(C)n(-c2nc3c(c(=O)[nH]c(=O)n3C)n2CC(O)COc2ccccc2C)n1 (stereo unspecified)	-6%
230%[activator]	-3%	5%	-12%	-5%	?	-2	-3%	Cc1cccc(-n2c(=O)c(C#N)cc3c(=O)n4ccccc4nc32)c1	-11%
-3%	-1%	-5%	-11%	-16%	-12%	0	-14%	COc1ccc(S(=O)(=O)N2CCN(Cc3cccc(Cl)c3)CC2)cc1	-7%

Remaining list, next part.
Apoferritin bind	GRP78 ERSR act	APE1 inh	Pol iota inh	POLK inh	POLH inh	LDHA inh	Pol beta inh	molecule	BLM helicase inh
-13%	-3%	1%	-7%	-3%	-22%	-3	6%	O=C(CCCN=C1NS(=O)(=O)c2ccccc21)OCc1cc([N+](=O)[O-])cc2c1OCOC2	2%
17%	4%	-7%	16µM*	?	32µM*	-2	28µM*	COc1c(N2CCN(C(=S)NCc3ccccc3)C(C)C2)c(F)cc2c(=O)c(C(=O)O)cn(C3CC3)c12 (stereo unspecified)	-18%
-5%	-4%	40%	0%	3%	-16%	-6	34%	CC(C)c1c(C(=O)N/N=C/c2ccco2)nnn1-c1nonc1N	0%
.	-5%	.	52%[activator]	-8%	-11%	-8	.	COc1ccc(C2CC(c3ccccc3O)=NN2c2ccccc2)cc1 (stereo unspecified)	.
-12%	-4%	-7%	34%[activator]	-6%	-17%	-1	25%	CC/C(=N\Nc1ccnc2cc(Cl)ccc12)c1ccc(O)cc1	-3%
-23%	-4%	16%	16%	-3%	0%	1	14%	COc1ccccc1N(CC(=O)NC(C)(C)C)C(=O)Cn1nnc(-c2ccc(C)o2)n1	0%
?	-3%	.	-9%	-24%[60.1 µM]	-16%	-8	6%	COc1ccc(-c2ccc(=O)n(CC(=O)Nc3ccc(Br)cc3F)n2)cc1	-1%
-8%	-1%	11%	6%	0%	-4%	-3	31%	CC1CN(c2ccc(S(=O)(=O)N3CCOCC3)cn2)CC(C)O1 (stereo unspecified)	-11%
0%	-1%	-1%	-1%	2%	-3%	6	-14%	OC(C#CCCN1CCCCC1)(c1ccccc1)c1ccccc1	-7%
-13%	-6%	-8%	33%[activator]	-14%	-14%	-13	-3%	COc1ccc(CN(C)C(=O)c2cc(-c3ccc(C)cc3C)nc3ccccc23)c(OC)c1OC	-13%
-11%&5%	-1%&-2%	?	-24%&16%	-8%&1%	-2%&-14%	-10&-5	-21%&0%	CCC(=O)N1CCc2cc(Br)cc(S(=O)(=O)N3CCC(C(=O)NC(C)(C)C)CC3)c21	0%&-5%
-5%	-3%	-1%	153%[activator]	-8%	-16%	-7	-19%	NC(=O)CCC1NC(=S)N(Cc2ccccc2)C1=O (stereo unspecified)	3%
18µM*	-6%	0%	21%	-16%	-17%	-8	1%	CC/C(=N\NC(=O)CSCc1ccc(Cl)cc1)c1ccc2c(c1)OCCO2	-7%
-7%	0%	7%	18%	1%	-13%	-5	19%	CCOc1cc(/C=N/NC(=O)c2ccc(N(C)S(=O)(=O)c3ccccc3)cc2)ccc1OC	-8%
-18%	-2%&-5%	-2%	49%[activator]	-3%[60.1 µM]	.	-2&-5	.	CCOC(=O)c1c(N)sc2c1CCN(Cc1ccccc1)C2	27%
-3%	5%	.	10%	1%	-16%	2	34%[activator]	Cc1cccc(NC(=O)CSc2nncn2C)c1	2%
4%	-2%	0%	27%	-2%	?	-6	22%	c1ccc(-c2cc(-c3ccncc3)nc3ccc4ccccc4c23)cc1	-8%
0%	-1%	8%	-20%	-2%	-19%	-5	13%	COc1cc(C(=S)N2CCC(Cc3ccccc3)CC2)ccc1OCC(N)=O	-4%
?	6%	6%	-11%	-16%	-3%	8	0%	COC(=O)c1ccc(N2CCC(C)CC2)c(N)c1	4%
-7%	-1%	-10%	19%	6%	-22%	-2	2%	Cc1c2cn[nH]c(=O)c2c(C)n1-c1ccccc1	-3%
-8%	-7%	-5%	18%	-6%	1%	-1	14%	Cc1ccc(Cl)cc1N1CCN(C(=O)Cn2ccc3ccccc3c2=O)CC1	-3%
.	-1%	-17%	47%[activator]	-5%	-12%	-5	.	COc1ccc(S(=O)(=O)Nc2ccc3c(c2)CC(=O)N([C@H](C)CO)C[C@H](C)[C@H](CN(C)C(=O)Nc2ccc4c(c2)OCO4)O3)cc1	.
-2%	-2%	32%	-7%	-20%[60.1 µM]	2%	0	4%	CSCC[C@H](NC(=O)C1CCC(CNC(=O)[C@@H]2CCCN2C(=O)OC(C)(C)C)CC1)C(=O)O (stereo partly specified)	-1%
-17%	-3%	-5%	8%	-18%	-10%	-10	2%	Cc1cccc2cc(CN(Cc3cccs3)Cc3nnnn3Cc3ccccc3)c(=O)[nH]c12	-3%
-4%	-2%	3%	15%	-5%	1%	-5	-11%	O=S(=O)(NCC(c1cccnc1)N1CCOCC1)c1ccccc1 (stereo unspecified)	-14%
.	-2%	.	12%	-4%	-3%	-5	.	O=S(=O)(NC(=S)c1ccccc1)c1ccccc1	.
-9%	2%	-9%	7.1µM*	-13%	?	41	?	CC(C)(C)c1cc(=O)n(-c2ccccc2)[nH]1	18µM*
?	-5%	-11%	20µM*	?	14µM*	0	-27%	O=C(NCc1ccco1)[C@@H]1CSC2c3ccccc3C(=O)N21 (stereo partly specified)	-22%
